DAGLB inh – diacylglycerol lipase beta (human) inhibition; Q8NCG7; HEK293T DAGLB membrane lysate, EnzChek fluorogenic substrate; inhibition, % at 5.17 µM; hit rate 0.059% among 340,000; AID 504411; in the data active means inhibition above about 34%;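 further: 0% = enzyme with vehicle and 100% = wells lacking enzyme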
V-ATPase pHluor – yeast V-ATPase proton transport regulation by pHLuorin; S. cerevisiae, pHLuorin cytosolic pH fluorescence; response, % at 10 µM; hit rate 0.37% among 350,000; AID 504577; in the data active means response mostly above about 7.3%, no sharp cut-off; inactive means mostly below about 5.4%; further: actives read high; inactives centre near 0; some compounds called inactive have numbers as strong as hits; reference of the scale not given here
MOR-DOR ag – OPRM1-OPRD1 heterodimerization agonism | AID 504326 | P35372+P41143 | cells, luminescence | activation, % at 9.3 µM | hit rate 0.3% among 340,000; in the data active means activation above about 18%;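 further: 0% = vehicle-treated cells and 100% = reference agonist; values of inactives mirror those of a sister screen read the other way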
Target sequence (P35372 whole entry, looked up): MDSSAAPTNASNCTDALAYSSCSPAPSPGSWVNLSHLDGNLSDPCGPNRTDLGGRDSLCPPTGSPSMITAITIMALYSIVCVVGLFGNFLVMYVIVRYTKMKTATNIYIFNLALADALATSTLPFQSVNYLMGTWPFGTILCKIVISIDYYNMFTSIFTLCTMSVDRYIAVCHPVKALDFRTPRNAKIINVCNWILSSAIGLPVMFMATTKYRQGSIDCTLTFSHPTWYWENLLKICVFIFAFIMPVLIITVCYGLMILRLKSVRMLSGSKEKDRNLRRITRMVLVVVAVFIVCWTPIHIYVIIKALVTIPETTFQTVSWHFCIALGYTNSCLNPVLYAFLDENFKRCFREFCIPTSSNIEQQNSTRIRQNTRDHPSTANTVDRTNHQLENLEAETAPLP
Target sequence (P41143 whole entry, looked up): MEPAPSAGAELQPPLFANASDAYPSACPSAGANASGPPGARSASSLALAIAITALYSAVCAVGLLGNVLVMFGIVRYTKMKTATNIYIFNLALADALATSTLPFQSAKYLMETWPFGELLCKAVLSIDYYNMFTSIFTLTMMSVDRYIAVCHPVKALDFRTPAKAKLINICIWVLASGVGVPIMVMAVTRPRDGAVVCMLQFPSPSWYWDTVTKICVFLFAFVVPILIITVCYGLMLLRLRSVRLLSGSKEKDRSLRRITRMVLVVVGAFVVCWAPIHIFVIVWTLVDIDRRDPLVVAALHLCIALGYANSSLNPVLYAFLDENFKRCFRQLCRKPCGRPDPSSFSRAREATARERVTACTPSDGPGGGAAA
OPRM1-OPRD1 inv – inverse agonists of human mu-delta opioid receptor heterodimerization; cell-based MOR-DOR heterodimer luminescence, inverse agonism; inhibition, % at 9.3 µM; hit rate 0.21% among 340,000; AID 504357; in the data active means inhibition above about 22%, passing the limit was not always enough;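 further: 0% = cells with DMSO and 100% = wells without cells with DMSO; values of inactives mirror those of a sister screen read the other way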
PKA-R2B act – PKA-R2B complex activation; PKA-R2B holoenzyme dissociation, Cy5-IP20 fluorescence polarization; R2B truncated from residue 108, S112A mutant; 0% DMSO only, 100% 113 µM cGMP; hit rate 0.079% among 340,000; activation, % at 11.4 µM; AID 504700; P22694+P31323;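 active means activation above a cutoff set at the mean over all compounds plus 3 SD, cut at about 18% in these data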;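 further: higher means more holoenzyme dissociation and a rise in polarization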
DSG3 Ab inh – blocks pemphigus antibody binding to human desmoglein-3. AID 588358. DSG3-coupled beads, scFv-anti-DSG3-GFP binding, flow cytometry; stronger effect = lower value. P32926. hit rate 0.48% among 310,000. binding (percent of control), % at 10 µM;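 active means binding more than 3 SD below its plate's average and above zero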; further: some compounds called inactive have numbers as strong as hits
HTR5A ag ctr – activates human HTR5A in OPRM1-OPRD1 agonist counter-screen; P47898; HTR5A agonist assay, luminescence, cell-based; activation, % at 9.3 µM; hit rate 0.61% among 340,000; in the data active means activation mostly above about 9.5%, no sharp cut-off; inactive means mostly below about 7.6%;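 further: 0% = cells with vehicle only and 100% = reference agonist; strong numbers were not always called active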
PKA-R1A act – activates the PKA-R1A holoenzyme complex; P00514+P68181; PKA-R1A dissociation, Cy5-IP20 fluorescence polarization; scaled: DMSO 0%, 113 µM cGMP 100%; activation, % at 11.4 µM; hit rate 0.083% among 340,000;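 active means percent activation above the mean of all tested compounds plus 3 SD, cut at about 19% in these data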;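 further: higher means more PKAc released from R1A so a rise in polarization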
Arr AP2 block – inhibitors of human beta-arrestin and AP2 interaction. hit rate 0.31% among 340,000. FITC-arrestin peptide / GST-AP2 beads, flow cytometry; AP2 beta2 appendage carries R879A mutation. inhibition, % at 10 µM;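 active means inhibition above a set limit, near 3 SD of compounds lacking own fluorescence, cut at about 54% in these data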;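 further: plate controls were DMSO wells for no effect and 5 µM unlabelled arrestin peptide for full effect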
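Measured by: flow cytometry, FL1 (488/535 nm); Material: AP2 appendage R879A on GSH beads; Evaluation: percent response; Timing: pre-incubation 12 min, peptide binding 1 h, room temperature; Also added: 50 nM FITC-arrestin peptide; Medium: PBS with 0.05% Tween 20 and 0.1% BSA.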
HTR5A inv ag – counter-screen for OPRM1-OPRD1 inverse agonists: human HTR5A inverse agonism | P47898 | HTR5A cell line, luminescence | inhibition, % at 9.3 µM | hit rate 0.083% among 340,000 | AID 504634; in the data active means inhibition mostly above about 23%, no sharp cut-off; inactive means mostly below about 18%;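 further: 0% = cells with DMSO and 100% = no-cell wells with DMSO; some compounds called inactive have numbers as strong as hits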
Numbers without * were called inactive; / = not tested or not shown.

SMILES	DAGLB inh	V-ATPase pHluor	MOR-DOR ag	OPRM1-OPRD1 inv	PKA-R2B act	DSG3 Ab inh	HTR5A ag ctr	PKA-R1A act	Arr AP2 block	HTR5A inv ag
O=C(CSc1nc(=O)n(CCCN2CCOCC2)c2c1CCCC2)Nc1ccc(Cl)cc1	0	3	-2.4	13	6	99	0	-11	9	0
COc1ccc2c(C)cc(N3CCN(Cc4ccccc4)CC3)nc2c1	-6	-5	1.9	-9	-6	103	3	4	27	-10
Cc1cc(-c2ccc(Cl)cc2)n2nc(N)nc2n1	-4	-2	-0.9	4	-9	75*	5	0	12	-12
Cc1ccc(N(CC(=O)Nc2c(C)cccc2C)S(C)(=O)=O)cc1	2	0	-3.1	16	-4	122	0	-2	-4	1
Cc1ccc(/C(N)=N/OC(=O)N2CCOCC2)cc1	2	-2	0.7	-4	4	103	-8	7	10	8
CCC12CN3CC(CC)(CN(C1)C3c1ccccc1Cl)C2O (stereo not drawn)	-1	-3	-1.2	7	-11	105	12	-8	19	-31
CCOc1cccc(C2C(C(=O)c3ccc(C)o3)=C(O)C(=O)N2Cc2ccccc2)c1 (stereo not drawn)	9	-2	-1.8	12	-7	101	0	-13	10	12
Clc1nssc1=Nc1nncs1	2	3	-3.2	18	-1	101	0	-2	-16	-11
O=C(NC1CC1)C1CCN(C2CCN(C(=O)/C=C/c3cccs3)CC2)CC1	0	-5	-2.3	12	-2	101	3	-8	12	-9
CCCNC(=O)c1ccc(S(=O)(=O)c2ccc(OC)cc2)c([N+](=O)[O-])c1	-12	0	1.0	-5	7	108	0	-9	8	0
CCOC(=O)c1nc(Nc2ccc(C(C)=O)cc2)c2ccccc2n1	0	0	-2.7	16	-2	101	-3	7	-5	9
O=C(COc1cc2oc(=O)c3c(c2cc1Cl)CCC3)NCCCN1CCOCC1	0	9.9*	-1.9	10	-1	/	2	-1	2	12
COCCn1nnnc1C(CC(C)C)N1CCN(C(=O)c2ccco2)CC1 (stereo not drawn)	-1	-2	-2.7	11	5	107	4	0	9	6
O=C(COc1ccccc1)N1CCc2ccccc21	-5	-1	1.2	-9	-1	103	0	-2	25	0
CCOc1ccc(C(NC(=O)CC)c2c(O)ccc3ccccc23)cc1 (stereo not drawn)	0	1	-5.2	24	8	99	1	3	8	-5
COc1ccc(NC(=O)CN(C)C(=O)CCC2CCCC2)cc1	-2	-4	-0.9	5	-6	124	0	-2	3	5
Cn1c(-c2ccc(C#N)cc2)c(C#Cc2ccccc2)c2ccccc21	-9	-2	3.6	-17	-6	105	-3	-1	-9	9
COC(=O)C(C)N(C#N)c1nc(C)nc(C)n1 (stereo not drawn)	0	-3	0.2	-1	-5	100	1	6	18	-4
COc1ccccc1NC(CC(=O)c1ccccc1)C(=O)OCC(=O)c1ccc(C)cc1 (stereo not drawn)	-3	0	0.7	-5	1	100	0	0	-1	-13
Cn1c(CO)cnc1SCC(=O)c1ccc(Cl)cc1	0	1	0.5	-3	10	104	0	9	7	0
CCC1CCC2(CC1)NC(=O)N(CC(=O)N1CCc3ccccc31)C2=O (stereo not drawn)	0	6	-1.7	9	-5	129	-1	-17	20	2
COc1ccc(CCNC(=O)C(=O)c2c[nH]c3ccccc23)cc1OC	2	0	-2.4	12	-4	109	3	0	-17	-12
Cc1cccc(COCC(Cc2ccccc2)N2CCN(C(=O)c3cccc(C)c3)CCC2=O)c1 (stereo not drawn)	-3	0	-1.3	7	-10	100	-1	-3	-8	-21
CCOC(=O)c1sc(NC(=O)c2ccc(Br)o2)cc1C	-4	-1	-0.9	5	-5	113	-5	-7	15	11

Looked up above.
HTR5A ag ctr result of CCCNC(=O)c1ccc(S(=O)(=O)c2ccc(OC)cc2)c([N+](=O)[O-])c1 is entered as 0
V-ATPase pHluor result of CCOC(=O)c1nc(Nc2ccc(C(C)=O)cc2)c2ccccc2n1 is entered as 0
DAGLB inh result of O=C(NC1CC1)C1CCN(C2CCN(C(=O)/C=C/c3cccs3)CC2)CC1 is entered as 0

Next results.
SMILES	DAGLB inh	V-ATPase pHluor	MOR-DOR ag	OPRM1-OPRD1 inv	PKA-R2B act	DSG3 Ab inh	HTR5A ag ctr	PKA-R1A act	Arr AP2 block	HTR5A inv ag
O=C(CSc1nnc(SCc2ccc(Cl)cc2)s1)N/N=C/c1ccc(C(=O)O)cc1	4	-2	-2.3	12	-12	108	4	-3	-16	-11
Nc1ncnc2c1nc(N1CCCCC1)n2[C@@H]1O[C@H](CO)[C@@H](O)[C@H]1O	3	4	-0.6	4	-1	102	2	-10	10	-14
c1csc(-c2ccc(N3CCOCC3)nn2)c1	0	1	-2.7	12	10	98	-2	7	10	8
COc1ccc(/C(N)=N/O)cc1O	1	0	-0.8	4	-6	97	1	1	32	-3
CCOC(=O)Cc1cc(=O)n2[nH]c(C)cc2n1	-1	3	-0.5	3	-11	/	5	5	14	-14
Cc1c(-c2cc(C(=O)O)on2)cnn1C	0	-1	-3.7	18	-9	101	2	3	5	-6
CCCn1nnnc1SCC(=O)Nc1nnc(CC)s1	0	-4	-3.0	16	-5	97	3	-5	29	-11
CCCCNC(=O)CSc1nc2ccc(C)cc2[nH]1	0	1	-1.0	5	-9	106	-1	-9	5	16
CCN1CCN(CC(=O)c2ccc(C)cc2)CC1	-1	-2	0.2	-1	1	90	0	-6	6	1
O=C(c1ccc2ncsc2c1)N1CCCCC1	1	2	-2.6	13	2	101	-1	-8	-5	3
Cc1ccc(Cl)cc1N1CCN(Cc2cc(=O)n3ccsc3n2)CC1	-1	-1	1.3	-6	5	106	0	2	-20	1
COc1ccc(Cl)cc1NC(=O)C1CCCN(c2ncnc3c2nc2n3CCCCC2)C1 (stereo not drawn)	2	-4	-2.2	11	4	102	2	-5	34	9
CCOC(=O)Cc1nnc(NC(=O)C(CC)Sc2nnc3c4ccccc4n(C)c3n2)s1 (stereo not drawn)	2	1	2.6	-16	-9	79	10	-7	12	-26
O=S(=O)(c1cccc(Cl)c1)N1CCSc2ccccc21	-5	-1	2.4	-10	-7	/	2	2	-4	-4
Cc1ccc(S(=O)(=O)Nc2nc(-c3ccccc3)cs2)cc1	7	0	-0.2	1	3	114	3	4	1	-10
Cc1occc1C(=O)NC1CCCN(Cc2ccc(Cl)cc2)C1 (stereo not drawn)	-1	-2	0.7	-4	-3	/	-4	-4	4	6
N#Cc1c(/N=C/c2ccco2)sc2c1CCCCC2	-5	-7	3.3	-21	4	97	0	-5	25	-14
CCOC(=O)c1ccc(C(=O)NNC(=O)C2C3C=CC(C3)C2C(=O)O)cc1 (stereo not drawn)	-7	-1	-2.8	9	0	108	2	-4	6	-8
COc1cc(C(c2c(C)[nH][nH]c2=O)c2c(C)[nH][nH]c2=O)ccc1OS(=O)(=O)c1ccc(C)cc1	3	2	-2.1	13	-3	107	3	-14	-8	-18
CCOc1ccccc1/C=C/C(=O)NCC(=O)N1CCC(N(C)C2CCCCC2C)CC1 (stereo not drawn)	-1	-3	-0.6	3	11	97	1	10	2	17
Cc1csc(NC(=O)CCCc2cccs2)n1	0	-3	-1.6	8	0	116	4	-13	13	-11
C=C(C)Cn1c(CCCNC(=O)CC)nc2ccccc21	1	-3	-0.9	5	5	102	2	-1	-1	-7
Cc1n[nH]c(C)c1N1C(=O)c2cccc3c(N4CCCCCC4)ccc(c23)C1=O	-118	-14	-2.3	13	-2	195	2	-4	-8	-9
O=C(c1cccc(Cl)c1)N1CCC(=O)N(C(CO)Cc2ccccc2)CC1 (stereo not drawn)	1	-3	-1.7	10	-1	108	-1	2	-1	-4
Oc1ccccc1-c1nc(NCc2cccnc2)c2ccccc2n1	0	2	-1.8	10	-6	102	3	-2	-2	-8
O=C(c1ccco1)N1CCN(C(=O)C2CCN(S(=O)(=O)c3cnc[nH]3)CC2)CC1	0	-6	-0.6	4	4	100	0	-3	15	-9
C=CCN1C(=O)C(C(C)CC)NC1=S (stereo not drawn)	0	-1	-2.5	14	-15	99	4	1	0	19
COCC(C)OC(=O)c1c(N)n(CCCN2CCOCC2)c2nc3ccccc3nc12 (stereo not drawn)	2	-2	-2.0	10	-6	109	-2	4	-8	-9
CCOC(=O)c1ccccc1NC(=O)CSc1nc2ccccc2c(=O)[nH]1	4	3	0.5	-2	4	110	3	1	-8	-8
CC(=O)Nc1ccc(OCC(O)Cn2cccn2)cc1 (stereo not drawn)	1	5	-0.8	4	-1	109	0	-4	21	-26
Cc1ccc(-c2nnc(-c3ccc4c(c3)OCO4)o2)cc1	-20	-2	1.0	-7	0	110	6	-7	-6	-17
O=C(CSc1ccccc1)Nc1ccc(C(=O)Nc2cccc(O)c2)cc1	-2	6	-0.4	2	-9	101	-5	-7	-11	12
Cc1ccccc1CSc1nnc(-c2cccnc2)n1N	1	-4	-3.6	15	-4	/	0	-2	-15	-1
CCCCN(C(=O)Cn1nnc2ccccc21)C(C(=O)NCc1ccco1)c1ccncc1 (stereo not drawn)	-3	-7	-4.2	21	9	/	3	-3	11	-6
COc1ccccc1Nc1nc2nonc2nc1N1CCCCC1C (stereo not drawn)	-2	0	0.8	-6	-5	109	-2	-8	-6	26
Oc1ccc(Cl)cc1-c1cc(-c2cccc(Br)c2)n[nH]1	-3	1	1.8	-9	1	99	-2	5	6	-1
O=S(=O)(NCCCCCNS(=O)(=O)c1ccc(F)cc1)c1ccc(F)cc1	1	-3	-0.7	4	-9	103	2	-4	9	7
O=C(NCc1ccc(F)cc1)C1CCN(S(=O)(=O)c2ccc(N3CCCC3=O)cc2)CC1	-3	-1	/	/	-6	103	/	4	/	/
Nc1nc(CN2CCN(c3ccccc3F)CC2)nc(Nc2ccccc2)n1	-2	5	-3.0	14	6	102	3	-1	13	-8
CCOC(=O)CSc1nnc(CNC(=O)c2ccco2)n1C	2	-1	-0.9	5	1	103	2	-5	/	-33
CCc1c(C)sc2nc3c(C(=O)N4CCOCC4)cc(C(=O)c4cc(F)ccc4O)cn3c(=O)c12	2	2	4.4	-22	-1	119	-2	-5	-4	6
CO/N=C/CC(=O)c1ccc(OC)cc1	1	-1	-0.7	5	-18	91	-4	-12	3	12
CC(=O)Nc1ccc(S(=O)(=O)NCC(=O)OCC(=O)N2CC(C)OC(C)C2)cc1 (stereo not drawn)	2	2	-0.6	3	-2	/	3	5	31	-7
Cc1ccc(NC(=O)c2cc(NC(=O)c3ccccc3C(=O)O)ccc2N2CCCCC2)cc1	4	0	0.7	-4	-5	99	5	-12	1	-14
COc1ccc(N(C(C)C(=O)N/N=C/c2ccc(OCC(C)C)cc2)S(C)(=O)=O)cc1 (stereo not drawn)	-1	-3	2.1	-11	0	95	-2	-6	16	-17
Cc1ccccc1/C=N/NC(=O)Cn1nnc(N)n1	0	-5	-2.0	10	1	101	0	5	-1	-10
